DT40 TDP1 CPT: DT40-hTDP1 cell growth loss with CPT. chicken DT40 Tdp1-/-;hTDP1 cells + 20 nM CPT, ATP luminescence, 48 h. Potency, µM (titrated, usually from 46.2 µM), without a hit: at the highest dose activity change, negative = growth inhibition, actives largely listed as inhibitors. hit rate 12% among 420,000. AID 686979; also: nearly all actives have a fitted effect of over 55% in size
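Chicken DT40 Tdp1-/- cells stably complemented with human TDP1 were seeded at 400 cells/well in medium containing 20 nM camptothecin, exposed to pin-transferred compounds, and grown at 37 °C for at least 48 hr. Viability was read as ATP luminescence.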
TDP1 inh: TDP1 (human) enzyme inhibition; Potency, µM (titrated, usually from 130 µM), inactives show at the highest dose activity change, negative = inhibition, most hits filed as inhibitors; hit rate 0.28% among 350,000; recombinant TDP1, AlphaScreen DNA substrate cleavage; AID 485290; also: nearly all actives have a fitted effect of over 40% in size
Target sequence (Q9NUW8 whole entry, looked up): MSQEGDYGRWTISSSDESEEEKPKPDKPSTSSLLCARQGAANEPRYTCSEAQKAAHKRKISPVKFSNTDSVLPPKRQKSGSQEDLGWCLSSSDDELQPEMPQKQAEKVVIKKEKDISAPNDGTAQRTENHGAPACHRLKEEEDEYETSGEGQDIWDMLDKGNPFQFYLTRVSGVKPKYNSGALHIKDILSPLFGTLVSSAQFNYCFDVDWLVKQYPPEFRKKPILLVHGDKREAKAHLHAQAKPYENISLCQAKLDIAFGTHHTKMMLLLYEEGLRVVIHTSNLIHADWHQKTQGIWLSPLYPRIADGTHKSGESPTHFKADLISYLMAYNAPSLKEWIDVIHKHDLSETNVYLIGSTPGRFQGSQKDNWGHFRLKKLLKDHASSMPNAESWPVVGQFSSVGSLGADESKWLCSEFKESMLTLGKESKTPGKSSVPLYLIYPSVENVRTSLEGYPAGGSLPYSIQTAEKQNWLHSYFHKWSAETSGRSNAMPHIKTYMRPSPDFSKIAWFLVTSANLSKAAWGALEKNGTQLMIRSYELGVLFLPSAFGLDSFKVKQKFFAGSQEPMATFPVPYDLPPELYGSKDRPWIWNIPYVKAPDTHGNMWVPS
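Signal: AlphaScreen proximity between streptavidin donor and anti-FITC acceptor beads on intact substrate. Reaction: Tdp1 1 nM, substrate 15 nM final, 5 min RT after 15 min compound preincubation.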
DT40 TDP1 no CPT: qHTS for Inhibitors of human tyrosyl-DNA phosphodiesterase 1 (TDP1): qHTS in cells in absence of CPT; DT40 Tdp1-/- hTDP1 cells, no CPT, ATP luminescence, 48 h; Potency, µM (highest dose often 46.2 µM), for the others: top-dose activity change, negative = growth inhibition, most hits filed as inhibitors; AID 686978, 2013; hit rate 15% among 420,000; also: nearly all actives have a fitted effect of over 55% in size
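DT40 Tdp1-/-;hTDP1 cells, no CPT (DMSO vehicle only), 400 cells/well; compounds pin-transferred; ≥48 hr, 37 °C; CellTiter-Glo 30 min RT dark, luminescence read.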
An asterisk follows results filed as active; ? = inconclusive; nt = not tested or not shown; & = joins results of further samples; [ ] = dose if it differs, or a comment. Calls follow the shape of the dose curve; as a rule, active = well fitted curve in the direction sought with a large enough effect; inconclusive = small, poorly fitted or top-dose-only effect, or another doubt; inactive = no such curve, though single readings can be large; an effect the other way counts as inactive or inconclusive. % is scaled to controls: 0 for no effect and ±100 for the full control effect; potency is read from the fitted curve at half-maximal effect.

Every second line gives: DT40 TDP1 CPT	DT40 TDP1 no CPT	TDP1 inh
COc1ccc(NC(=O)NNC(=O)c2ccccc2-n2cccc2)cc1OC
 : 1%	-19%	5%
O=C(COC(=O)c1ccc2ccccc2c1)NCCCc1ccccc1
 : -3%	-16%	5%
Cc1cccc(NC(=O)CCc2ccccc2)c1C
 : 17%	-2%	-1%
O=C(c1ccccc1Cl)N1CCC(O)(c2cccnc2)CC1
 : 6%	26%	-7%
C=C(C)C(=O)Nc1cccc(C2=NOC3(C2)C[C@@H](C(N)=O)N(C(=O)C(=C)C)C3)c1 (stereo not given in full)
 : -3%	-10%	nt
Cc1cc(C)c(N=C2CCCN2Cc2ccccc2)c(C#N)c1
 : -27%	?	-5%
CCCN1C(=O)c2ccccc2NC1c1ccc(O)c(OCC)c1 (stereo not given)
 : 0%	-7%	nt
COc1cccc(Cn2c3ccc(NC(=O)CC(C)C(F)(F)F)cc3c(=O)n2C)c1 (stereo not given)
 : ?	?	nt
CCOC(=O)CSc1nc2cc(OC)ccc2cc1C#N
 : 16µM*	23µM*	5%
O=C(N/N=C/c1ccc(O)cc1)c1cc(-c2ccc3c(c2)OCO3)n[nH]1
 : -26%	-27%	5%
CC(C)N(c1nnc(N)s1)C(C)C
 : 12%	-2%	4%[56.1 µM]
Cc1ccc(CN2c3ccccc3-c3nc(SCC(=O)NCCc4ccccc4)ncc3S2(=O)=O)cc1
 : ?	?	0%
C(=N\n1cnnc1)/c1cn(-c2cccs2)nc1-c1ccccc1
 : -29%	?	4%
Cc1[nH]n(-c2ccccc2)c(=O)c1C(C[N+](=O)[O-])c1ccc(Br)cc1 (stereo not given)
 : 12µM*	9.2µM*	9%
CCC(Sc1ccc2nnc(-c3ccc(F)cc3)n2n1)C(=O)OC (stereo not given)
 : ?	?	3%
Cc1ccc2nccc(/C=C/c3ccc(N(C)C)cc3)c2c1
 : 11µM*	14µM*	nt
O=C(Nc1ccc(F)cc1)Nc1cccnc1Cl
 : ?	?	nt
COc1ccc2oc(C(=O)N3CCN(C/C=C/c4ccccc4)CC3)c(C)c2c1
 : -16%	-30%	6%
COc1ccc(Cl)cc1NC(=O)c1oc(C)nc1C
 : -6%	-5%	2%
COc1ccc(-c2cc3nc(-c4ccccc4)cc(N4CCN(C(=O)c5ccoc5)CC4)n3n2)cc1
 : ?	8.2µM*	nt
CN(CC(=O)N1CCCCC1)S(=O)(=O)c1ccc(Cl)cc1
 : -12%	?	5%
Cc1cc(/C=C2\C=Cc3ccccc32)cc(C)c1[N+](=O)[O-]
 : ?	?	nt
CCOC(=O)C1CCCN(CC(O)COc2ccccc2C(C)=O)C1 (stereo not given)
 : -8%	-7%	2%
C[C@H](O)CNC(=O)c1[nH]cnc1C(=O)Nc1ccc(CNC(=O)OC(C)(C)C)cc1
 : ?	?	nt
Cn1cc(Cl)c(C(=O)NNC(=S)NCc2ccco2)n1
 : ?	?	2%
CCc1cc(=O)oc2c(C)c(OCC(=O)Nc3ccc(S(=O)(=O)N(CC)CC)cc3)ccc12
 : ?	?	nt
Cc1sc2ncnc(SCc3ccc(C(=O)O)cc3)c2c1C
 : 0%	-3%	-1%
CCCCP(=O)(CCCC)Cc1ccccc1O
 : ?	?	7%
Cc1ccc(C)c(NC(=S)Nc2cccc3cnccc23)c1
 : 15µM*	16µM*	-3%
CC[C@]12c3[nH]c4ccc(Cl)cc4c3CCN1C(=O)[C@@H](CC(=O)NCCC1=CCCCC1)C[C@@H]2C(=O)N1CCN(C(=O)c2ccco2)CC1
 : 21µM*	?	3%[56.1 µM]
CC1CN=C(N(C(=O)Nc2ccccc2)c2ccc(F)cc2)S1 (stereo not given)
 : -18%	-16%	-1%
Cc1cc(OCC(=O)Nc2ccc(Br)cc2)cc2c1C(=O)CC(C)(C)O2
 : 29µM*	23µM*	-2%
Cc1cccc(NC(=O)NC2CCCc3ccccc32)c1 (stereo not given)
 : -28%	-15%	6%[56.1 µM]
COc1ccccc1CNC(=O)C(Cc1ccccc1)NS(=O)(=O)c1ccc2c(c1)oc(=O)n2C (stereo not given)
 : 21µM*	?	3%
COCC(=O)OC/C(O)=C(\C#N)c1nc2ccccc2[nH]1
 : 2.9µM*	2.6µM*	5%
Cc1ccc(C(=O)C2CCN(CC(=O)NC3CCCCC3)CC2)cc1
 : -27%	?	5%
COC(=O)c1ccc(C)cc1C1CN=NC12Cc1cc(C)ccc1C2=O (stereo not given)
 : ?	?	nt
OCCN(Cc1ccccc1)Cc1cccc(C(F)(F)F)c1
 : -2%	-17%	-5%
COc1ccccc1N1CCN(C(=O)CSc2nc(C)c(C)c(=O)[nH]2)CC1
 : -10%	14%	0%
O=C(O)c1cccc(S(=O)(=O)N(Cc2ccccc2)c2ccccc2Cl)c1
 : 0%	6%	nt
Cc1c(C(=O)N(C)C)sc2c1c(=O)n(-c1ccccc1C(F)(F)F)c(=O)n2Cc1ccccc1C#N
 : -12%	-2%	5%
CCN(Cc1ccccc1)C(=O)c1c(-c2ccccc2Cl)noc1C
 : ?	12µM*	nt
Cc1ccc(NC(=O)c2cc([N+](=O)[O-])ccc2Cl)c(O)c1
 : 7%	-26%	3%
CCOC(=O)C1=C(C)NC(C)=C(C(=O)OCC)C1C(=O)OCC(=O)N1CCCCC1C (stereo not given)
 : 9%	3%	0%
Cc1[nH]c2ccccc2c1CCN(Cc1cccs1)C(=S)Nc1ccccc1
 : ?	?	6%
CCc1c(-c2ccccc2)nc2nc(C)c(C)nn12
 : -11%	-20%	3%
CCOc1ccc(S(=O)(=O)N2CCOCC2)cc1NC(=O)c1ccc(N2CCCC2=O)cc1
 : ?	-24%	10%
FC(F)(F)c1cccc(Cn2c3[n+](c4ccc(C(F)(F)F)cc42)CCCCC3)c1
 : ?	23µM*	5%
O=C(C1CCN(S(=O)(=O)c2ccc(F)cc2)CC1)N1CCCC(C(F)(F)F)C1 (stereo not given)
 : -6%	-25%	-2%
CCC(C)C(NC(=O)C1CCC(C)CC1)C(=O)NC(CCSC)C(=O)OC (stereo not given)
 : 3%	1%	-1%
CC(=O)c1ccc(N2CCN(c3ncnc4onc(C)c34)CC2)cc1
 : 4.1µM*	5.8µM*	-2%
Cc1cccc(Cc2cnc(NC(=O)CN3C(=O)/C(=C/c4ccccc4)SC3=S)s2)c1
 : 4%	-4%	5%
O=C(C1CCN(S(=O)(=O)c2ccc(Br)s2)CC1)N1CCN(c2cccc(Cl)c2)CC1
 : ?	?	8%
COc1ccc(CN(C)C(=O)c2ccc(Cl)c(S(=O)(=O)NCc3cccnc3)c2)cc1F
 : ?	?	2%
CC(=O)c1ccc(OCCCC(=O)OCc2nnc(-c3ccc(Cl)cc3)o2)cc1
 : -7%	-10%	4%
O=C(N/N=C/c1ccccc1Cl)c1ccc(F)cc1
 : 7%	-1%	2%
Cc1cc(C)nc(SCCn2c(N3CC(C)OC(C)C3)nc3c2c(=O)n(C)c(=O)n3C)n1 (stereo not given)
 : 13%	-1%	-4%
Cc1ccc(C)c(S(=O)(=O)N2CCC(c3nc4c(nnn4Cc4ccc5c(c4)OCCO5)c(=O)[nH]3)CC2)c1
 : ?	?	5%
C=CC[n+]1c(C)csc1Nc1ccc(C)cc1
 : -1%	?	5%
CCNC(=S)N/N=C/c1cccc(OCc2c(F)cccc2Cl)c1
 : ?	16µM*	-3%

Single records (already shown). Order of values: DT40 TDP1 CPT, DT40 TDP1 no CPT, TDP1 inh
Profile of CCC(C)C(NC(=O)C1CCC(C)CC1)C(=O)NC(CCSC)C(=O)OC (stereo not given) : 3%, 1%, -1%
Profile of CCOc1ccc(S(=O)(=O)N2CCOCC2)cc1NC(=O)c1ccc(N2CCCC2=O)cc1 : ?, -24%, 10%
Profile of Cc1cc(C)nc(SCCn2c(N3CC(C)OC(C)C3)nc3c2c(=O)n(C)c(=O)n3C)n1 (stereo not given) : 13%, -1%, -4%
Profile of FC(F)(F)c1cccc(Cn2c3[n+](c4ccc(C(F)(F)F)cc42)CCCCC3)c1 : ?, 23µM*, 5%
Profile of Cc1cccc(Cc2cnc(NC(=O)CN3C(=O)/C(=C/c4ccccc4)SC3=S)s2)c1 : 4%, -4%, 5%

Going on with the list:
Every second line gives: DT40 TDP1 CPT	DT40 TDP1 no CPT	TDP1 inh
O=C(NC1CCCCC1)/C(=N\O)c1ccccn1
 : -2%	1%	1%
CCOc1ccccc1-c1ccc(C(=O)NCc2ccc(Cl)cc2)o1
 : ?	?	nt
Cc1ccc(C(=O)NCCCNC(=O)c2ccccc2C)cn1
 : 1%	2%	8%
COC(=O)[C@]12CCCCC=C1N(Cc1cccc3ccccc13)C(=O)[C@H](CC(=O)NCC13CC4CC(CC(C4)C1)C3)C2
 : ?	?	nt
CCCCSc1nc(C)[nH]c1[N+](=O)[O-]
 : 0%	-13%	4%
CCOC(=O)c1c(C)nc2sc3c(=O)n(-c4ccc(C)cc4)cnc3c2c1-c1ccc(OC)cc1
 : -9%	-11%	-3%
COc1ccc(-c2nc(CS(=O)(=O)CC(=O)NCc3cccc(Br)c3)c(C)o2)cc1
 : ?	?	nt
N/C(=N\OS(=O)(=O)c1ccc(Cl)cc1)c1ccccn1
 : ?	16µM*	6%
CCOC(=O)c1cc2c(=O)n3ccccc3nc2n(CCOC)c1=NC(=O)c1cc2ccccc2o1
 : -18%	-2%	0%
Cc1nnsc1C(=O)NNc1ccc(C(C)C)cc1
 : -6%	-8%	9%
CC[C@]12C(=O)N(C)C[C@H]([C@@H]3C(=O)N(Cc4ccccc4)C(=O)[C@@H]31)N2C(=O)c1ccc(Br)cc1
 : 9%	1%	nt
CC(C)CCNC(=S)Nc1ccc([N+](=O)[O-])cc1
 : ?	?	0%
COc1cc(OC)cc(C(=O)NC(C(=O)N2CCC2)C(C)C)c1 (stereo not given)
 : -15%	-6%	0%
CCN(C(=O)CSc1nc2cc(S(=O)(=O)N(CC)CC)ccc2o1)C1CCS(=O)(=O)C1 (stereo not given)
 : 2%	8%	-10%
O=C(Nc1cnccn1)c1ccc(F)cc1Cl
 : -16%	-20%	nt
Cc1cc2nc3n(c2cc1C)CCCN3
 : 5%	?	2%
CC(=O)c1ccc(-c2cnc3c(NC=O)cc(-c4ccc(S(C)(=O)=O)cc4)cn23)cc1
 : 8.2µM*	7.3µM*	nt
CCC(C)c1ccccc1O (stereo not given)
 : 6%	7%	1%&13%&2%
COc1cc(/C=C2/C(=O)NN(c3cccc(Cl)c3)C2=O)cc(Br)c1O
 : -1%	-2%	nt
O=C(NNS(=O)(=O)c1ccc(F)cc1)C1CC(c2cccnc2)=NO1 (stereo not given)
 : -10%	-13%	2%
COc1ccc(CCN(C)CCC(=O)Nc2ccc(C)cc2)cc1OC
 : -1%	?	2%
CC(=O)N1CCCc2cc(S(=O)(=O)N(C)CC(=O)Nc3ccc(C)cc3C)ccc21
 : ?	?	7%
COc1ccccc1COC(=O)C(NC(=O)c1ccc(C)cc1)C(C)C (stereo not given)
 : -17%	?	-10%
COCCCNC(=S)N1CCCN(c2nc3c(C)c(C)ccc3cc2C#N)CC1
 : -13%	-10%	3%
O=C(CCN=C1NS(=O)(=O)c2ccccc21)NCc1ccccc1F
 : 8%	0%	2%
CN(CC1CCCO1)S(=O)(=O)c1ccc(C(=O)NCc2ccccc2)cc1 (stereo not given)
 : ?	?	3%
Cc1ccc(NC(=O)C(C)N2CCOCC2)c(C(=O)c2ccccc2)c1 (stereo not given)
 : -22%	-24%	0%
COc1cccc2cc(-c3nnc(SCC(=O)NCc4ccccc4)n3C)oc12
 : ?	?	9%
CC(C)c1ccc(Nc2nc(Cl)nc(NCCO)n2)cc1
 : 7%	-2%	nt
O=C1c2[nH]nc(-c3ccccc3O)c2C(c2cccc(O)c2)N1Cc1ccco1 (stereo not given)
 : ?	?	10%
Cc1nc2sc(C)c(C)c2c(=O)o1
 : -13%	6%	-2%
CCN(CC)C(=O)C1CCCN(c2ncnc3c2nc2n3CCCCC2)C1 (stereo not given)
 : -23%	?	6%
Cc1onc(-c2c(Cl)cccc2Cl)c1C(=O)NCCN1CCOCC1
 : -10%	-13%	5%

3 of the compounds above, bar-delimited:
SMILES | DT40 TDP1 CPT | DT40 TDP1 no CPT | TDP1 inh
Cc1[nH]n(-c2ccccc2)c(=O)c1C(C[N+](=O)[O-])c1ccc(Br)cc1 (stereo not given) | 12µM* | 9.2µM* | 9%
CCC(C)c1ccccc1O (stereo not given) | 6% | 7% | 1%&13%&2%
COc1ccc(Cl)cc1NC(=O)c1oc(C)nc1C | -6% | -5% | 2%

Screens: PubChem, National Center for Advancing Translational Sciences (NCATS)
